High-throughput results: PubChem BioAssay, several laboratories
MrgX1 antagonist = antagonists of human MrgX1 receptor, primary screen, HEK293 cells, Fluo-4 calcium flux | Mas-related G-protein coupled receptor member X1 (Homo sapiens), Q96LB2 | BAM8-22 antagonism; hits give low values | B-score at 10 µM | 310,000 compounds, 1.3% hits | AID 588676, 2011;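 active = calcium-response B-score plate-corrected more than 3 library SD below zero, starting fluorescence within 5 deviations, no agonist response on first addition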;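 note: peak minus trough fluorescence over baseline after final BAM8-22 challenge near maximal dose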
TRPC4 potent = positive allosteric modulators of TRPC4, primary screen, cell-based, mouse TRPC4beta, HEK293 mu-opioid, Fluo-4 calcium. Short transient receptor potential channel 4 (Mus musculus), Q9QUQ5. DAMGO EC20, Fluo-4 Ca2+ flux; hits give high values. B-score at 10 µM. 310,000 compounds, 0.42% hits. AID 2227, 2009;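 active = B-score of calcium response area above 5 SD of library B-scores, with initial fluorescence ratio within 5 SD of library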;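 note: B-score of integrated fluorescence ratio over time as area under calcium response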
TRPC6 act = mouse TRPC6 channel activators, primary screen, cell-based, HEK293, membrane potential dye; Short transient receptor potential channel 6 (Mus musculus), Q61143; HEK293-TRPC6 membrane potential dye fluorescence; hits give high values; B-score at 10 µM; 310,000 compounds, 0.13% hits; AID 2550, 2010;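 active = B-score of the integrated fluorescence ratio above library mean plus 3 SD, and starting fluorescence ratio within library mean plus 5 SD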;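 note: higher score means more depolarization so channel activation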
Target sequence (Q61143 whole entry, looked up): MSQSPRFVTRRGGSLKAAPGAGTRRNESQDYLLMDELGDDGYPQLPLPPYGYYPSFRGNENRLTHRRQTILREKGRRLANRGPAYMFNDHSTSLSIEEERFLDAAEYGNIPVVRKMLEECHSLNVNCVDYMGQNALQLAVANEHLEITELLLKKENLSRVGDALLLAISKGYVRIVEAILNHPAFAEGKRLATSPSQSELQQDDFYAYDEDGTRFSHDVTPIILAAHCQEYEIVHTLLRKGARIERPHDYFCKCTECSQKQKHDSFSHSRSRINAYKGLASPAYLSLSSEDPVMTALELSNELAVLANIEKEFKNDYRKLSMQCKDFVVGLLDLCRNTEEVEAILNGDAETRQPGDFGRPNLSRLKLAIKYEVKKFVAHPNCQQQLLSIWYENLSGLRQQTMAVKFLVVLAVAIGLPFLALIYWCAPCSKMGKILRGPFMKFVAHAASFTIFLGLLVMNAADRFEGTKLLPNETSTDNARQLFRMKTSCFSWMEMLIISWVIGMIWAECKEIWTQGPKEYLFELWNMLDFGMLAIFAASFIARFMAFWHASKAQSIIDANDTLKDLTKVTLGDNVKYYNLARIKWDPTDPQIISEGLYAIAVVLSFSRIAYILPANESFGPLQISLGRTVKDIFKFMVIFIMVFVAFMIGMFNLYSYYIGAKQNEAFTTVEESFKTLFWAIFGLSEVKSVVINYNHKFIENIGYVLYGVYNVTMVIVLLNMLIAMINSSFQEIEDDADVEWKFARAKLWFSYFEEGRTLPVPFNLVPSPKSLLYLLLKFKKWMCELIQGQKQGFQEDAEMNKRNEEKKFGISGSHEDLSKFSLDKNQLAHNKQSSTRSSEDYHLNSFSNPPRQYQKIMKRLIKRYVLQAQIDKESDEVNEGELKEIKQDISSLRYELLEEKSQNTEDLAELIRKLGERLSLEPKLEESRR
TRPC4 act = activators of mouse TRPC4 channel, primary screen, Fluo4 calcium, HEK293 TRPC4beta/mu-opioid cells; Fluo4 calcium fluorescence; hits give high values; B-score at 10 µM; 310,000 compounds, 0.49% hits;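 active = B-score above 5 SD of library B-scores, and initial fluorescence ratio not above library mean plus 5 SD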;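 note: positive B-score marks a calcium rise read as TRPC4 activation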
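Assay system: HEK293 stable line with TRPC4beta plus mu-opioid receptor; schedule: 45 min room-temperature Fluo4 loading, 110 s read; technique: kinetic Fluo4 calcium fluorescence; evaluation: integrated baseline-normalised fluorescence ratio, converted to per-well B score; controls: buffer (low) and maximal DAMGO (high)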
SKKanGAS inh = S. pyogenes SKKanGAS growth inhibitors in kanamycin, primary screen, streptokinase expression inhibitor project, SKKanGAS strain, BacTiter-Glo luminescence; 6 h; inhibition, % at 7.5 µM; 300,000 compounds, 1.3% hits;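 active = mean replicate score, as percent of positive control median, at least 50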;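 note: strain carries kanamycin resistance gene driven by streptokinase promoter and grows in 40 µg/ml kanamycin; loss of luminescence reflects streptokinase promoter inhibition or plain growth inhibition; 0% = median of DMSO wells and 100% = positive control at its reference dose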
aSyn UTR inh = MLPCN primary screen, SNCA 5' untranslated region; alpha-synuclein 5'UTR reporter, inhibitor activity; inhibition, % (tested at 7.5 µM); 300,000 compounds, 0.82% hits; in the data active = inhibition above about 60%;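 note: H4 neuroglioblastoma cells stably carrying SNCA 5'UTR luciferase fusion; 0% = DMSO wells and 100% = positive control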
TRPC6 inh = mouse TRPC6 channel inhibitors, primary screen, cell-based, HEK293, membrane potential dye; B-score at 10 µM; ACh-evoked depolarization; hits give low values; 310,000 compounds, 1.1% hits; Short transient receptor potential channel 6 (Mus musculus), Q61143;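 active = B-score under library mean minus 3 SD, initial fluorescence not abnormally high, positive integrated signal ratio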;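 note: B-score derived from integrated fluorescence ratio over the kinetic read; more negative B-score means stronger inhibition of depolarization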
IEC-6 tox = cytotoxicity in IEC-6 intestinal epithelial cells, primary screen, cytotoxicity control for KLF5 inhibitor project, cell-based, luminescence. IEC-6 cytotoxicity, luminescence viability. inhibition, % at 5 µM. 290,000 compounds, 0.78% hits; in the data active = inhibition above about 22%;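 note: 0% = plate median of test compound wells and 100% = cytotoxic reference compound wells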
HIF activator = HIF pathway transcriptional activators, primary screen, cell-based, U2OS HRE-luciferase, luminescence | U2OS HRE-luciferase reporter; normalized: DMSO 0%, desferrioxamine 100% | activation, % at 7.5 µM (by protocol) | 300,000 compounds, 0.32% hits | AID 1910, 2009;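 active = mean activation of at least 10% of the iron chelator positive control signal, with at least half of replicates also reaching 10%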
KLF5 inhibitor = KLF5 expression inhibitors, primary screen, DLD-1 cells, luminescence; 290,000 compounds, 0.23% hits; DLD-1 KLF5 promoter-luciferase reporter; inhibition, % at 5 µM;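 active = inhibition above a per-plate limit of that plate's mean compound inhibition plus 3 SD, cut at about 60% in these data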;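 note: 0% = DMSO wells and 100% = LY294002 at 200 µM; higher means less KLF5 promoter-driven luciferase light; inactives centre near -14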
TRPC4 inh = inhibitors of mouse TRPC4 channel, primary screen, Fluo4 calcium, HEK293 TRPC4beta/mu-opioid cells. Short transient receptor potential channel 4 (Mus musculus), Q9QUQ5. DAMGO-evoked Fluo4 calcium flux; hits give low values. B-score at 10 µM. 300,000 compounds, 0.39% hits. AID 2247, 2010;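 active = B-score over 3 SD under the library average, no early fluorescence shift, positive overall ratio signal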
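Assay system: TRPC4beta/mu-opioid receptor HEK293 cell line; compound dosing: single concentration per test compound; detection: Fluo4 Ca2+ flux fluorescence; evaluation: per-well B score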
Starred values were filed as active, the others as inactive; i = inactive; / = no result given.

mol	MrgX1 antagonist	TRPC4 potent	TRPC6 act	TRPC4 act	SKKanGAS inh	aSyn UTR inh	TRPC6 inh	IEC-6 tox	HIF activator	KLF5 inhibitor	TRPC4 inh
CN(C)c1ccc(-c2ccc([C@H]3[C@@H]4C=CCC[C@@]4(C)C(=O)N3Cc3ccccc3)c(F)c2)cc1	i	i	i	i	27	23	i	/	-12	/	i
O=S(=O)(c1ccc(Cl)nc1)N1CCN(c2ncccn2)CC1	i	i	i	i	-2	-28	i	-1	-0.3	-19	i
Cc1cnn(C(=O)c2oc3ccccc3c2C)c1	i	i	i	i	-1	-4	i	0	0.0	25	i
COc1ccc(NC(=O)CN2CCN(c3c(C)cccc3C)CC2)cc1	i	i	i	i	-5	-4	i	-1	0.2	-15	i
Cc1cccn2c(=O)c3cc(C(=O)NC4CCCCC4)c(=N)n(Cc4ccc(F)cc4)c3nc12	i	i	i	i	-4	21	i	-1	0.0	0	i
CCS(=O)(=O)N1CCC(C(=O)NCc2ccc(OC)cc2)CC1	-6.3*	i	i	i	1	9	i	-7	-0.5	-21	i
CC1C/C(=N/Nc2nc3ccccc3[nH]2)CC(C)(C)C1 (stereo unspecified)	i	i	i	i	60*	-58	-5.4*	4	2.7	-136	i
CCOc1ccc(S(=O)(=O)Nc2cc(S(=O)(=O)N(CC)CC)ccc2N2CCCC2)cc1	i	i	i	i	7	31	i	4	0.0	-12	i
O=C(O)C1=C[C@H](c2ccc(C(F)(F)F)cc2)C[C@H](OCCCCO)O1	i	i	i	i	7	11	i	/	1.4	/	i
CCOC(=O)N/N=C(\C)c1ccc(Oc2ncccn2)cc1	i	i	i	i	-5	-18	i	2	0.1	-4	i
O=S(=O)(NC1CCCCC1)c1ccc(Cl)s1	i	i	i	i	3	34	i	7	0.4	-22	i
COc1cc(-c2cc(OC)c3c(C)oc(C)c3c(=O)c2)ccc1O	i	i	i	i	9	1	i	-2	-0.1	16	i
CCN(CC)CCCNC(=O)c1nn2c(C(F)(F)F)cc(-c3ccccc3)nc2c1Cl	i	i	i	i	2	4	i	5	-0.8	-25	i
COc1ccc(-c2nn(-c3ccccc3)cc2/C=N/n2cnnc2)cc1OC	i	i	i	i	-6	10	i	0	-0.1	4	/
Cc1nc(N)sc1N=Nc1ccc(Br)cc1	i	i	i	i	12	-254	i	5	2.3	-231	i
CCOC(=O)N1CCC(NC(=O)c2ccc3c(c2)N(Cc2ccc(C)cc2)CCS3)CC1	i	i	i	i	20	7	i	6	0.1	-10	i
CCOC(=O)c1cc(S(=O)(=O)NCC2CCN(Cc3cccc(C)c3)CC2)cn1C	i	i	i	i	0	-7	i	4	0.1	-18	i
OCCCc1nc2ccccc2n1CCOc1ccccc1	i	i	i	i	-3	20	i	-2	0.0	-15	i
O=C(CN1CCSCC1)N1CCc2[nH]c3ccc(Br)cc3c2C1	/	i	i	i	6	6	i	9	-0.2	-40	i
O=C(CC1C(=O)NCCN1Cc1ccc(F)cc1)NCCCn1cccn1 (stereo unspecified)	i	i	i	i	-4	2	i	3	-0.1	-18	i
CCc1cc2c(=O)c(-c3nc(C)cs3)c(CCCC(=O)O)oc2cc1O	i	i	i	i	-3	-19	i	2	-0.3	-19	i
CCOC(=O)c1cc(-c2ccc(C)o2)n[nH]1	i	i	i	i	-4	21	i	1	/	-11	i
N#C/C(=N\Nc1ccc(S(=O)(=O)N2CCCCCC2)cc1)C(N)=S	i	i	i	i	114*	-16	i	1	0.2	-15	i
CC(C)(C)S(=O)(=O)c1cnc(N2CCCC2)nc1N	i	i	i	i	-4	-13	i	5	-0.8	-11	i
Cc1cc(C)n(-c2nc3ccccc3nc2N2CCN(C(=O)c3ccc(F)cc3)CC2)n1	i	i	i	i	11	17	i	5	0.9	-10	i
O=c1c2ccccc2c(C=NC2CCS(=O)(=O)C2)c(O)n1-c1ccccc1 (stereo unspecified)	i	i	i	i	0	10	i	2	-0.5	-3	i
CC(C)CN(C(=O)c1ccc([N+](=O)[O-])s1)c1c(N)n(Cc2ccccc2)c(=O)[nH]c1=O	i	i	i	i	7	2	i	/	-0.5	/	i
O=C(CNC(=O)c1ccc2c(=O)n3c(nc2c1)CCC3)Nc1ccc(F)c(F)c1	i	i	i	i	-13	-2	i	/	0.0	/	i
O=S1(=O)N=C(N2CCc3ccccc3C2)c2ccccc21	i	i	i	i	6	-7	i	2	-0.8	-1	i
Cc1occc1C(=O)N1CCN(c2ccccc2)CC1	i	i	i	i	-1	1	i	-6	-0.1	-5	i
CCOc1ccc(S(=O)(=O)NCCC(=O)NC2=NCCS2)cc1	i	i	i	i	/	/	i	-1	/	-33	i
CC1CCN(C2=NC(=O)/C(=C/c3ccc(O)cc3)S2)CC1	i	i	i	i	3	-28	i	2	1.1	-29	i
COC(=O)[C@H](Cc1ccccc1)NC(=O)NCCC1=CCCCC1	i	i	i	i	-5	-3	i	-2	-0.1	-25	i
O=C(Nc1c(C(=O)N2CCCC2)cnn1-c1ccccc1)c1cccc(F)c1	i	i	i	i	-8	-12	i	0	0.1	8	i
Cc1nc(-c2ccccn2)sc1C(=O)Nc1ccc(Cl)c(Cl)c1	i	i	i	i	23	-78	i	-1	1.5	-2	i
O=Cc1cn(-c2ccccc2)nc1-c1ccccn1	i	i	i	i	-2	14	i	0	-0.4	-18	i
CC(=O)C(Sc1ccc2nnc(-c3cccnc3)n2n1)C(C)=O	i	i	i	i	3	-6	i	5	0.1	-21	i
CCCc1cc(SCC(=O)Nc2c(C)n(C)n(-c3ccccc3)c2=O)n2c(nc3ccccc32)c1C#N	i	i	i	i	11	23	i	10	-0.2	0	i
Cc1ccc2cc(CN(CC(C)C)S(=O)(=O)c3ccccc3)c(=O)[nH]c2c1	i	i	i	i	-2	-16	i	-5	0.9	-17	i
O=[N+]([O-])/C=C/c1cn(Cc2ccc(Cl)cc2)c2ccccc12	i	i	i	i	-10	65*	i	2	-0.1	1	i
CCCCn1c(N)c(S(=O)(=O)c2ccc(C)cc2)c2nc3ccccc3nc21	i	i	i	i	33	28	i	-3	0.1	6	i
CC(Oc1cccc(Br)c1)C(=O)N1CCCN(C)CC1 (stereo unspecified)	i	i	i	i	3	-2	i	-2	-0.3	-21	i
O=C(CSc1cnc2ccccc2n1)c1ccc(F)cc1	i	i	i	i	9	-53	i	5	1.0	-45	i
CCc1n[nH]c(=S)n1/N=C/c1cc(Br)c(OC)cc1OC	i	i	i	i	1	-2	i	-4	-0.5	-14	i
CCn1ncc(Cl)c1C(=O)NC(=S)Nc1c(C)cc(C)cc1[N+](=O)[O-]	i	i	i	i	1	28	i	-6	0.1	-24	i
CCN(CC)c1ccc(/C=N/NC(=O)c2cnccn2)c(O)c1	i	i	i	i	22	72*	i	0	95*	20	i
Cc1ccc(C(=O)N2CCCCC2)cc1S(=O)(=O)N1CCCCCC1	i	i	i	i	-9	-24	i	-1	0.5	-7	i
Cc1c(C(=O)Nc2cccc(Cl)c2)cn2c(nc3ccccc32)c1C#N	i	i	i	i	9	3	i	-1	-0.2	-3	i
CC(OC(=O)Cc1cccc(C(F)(F)F)c1)C(=O)Nc1ccc(Cl)cn1 (stereo unspecified)	i	i	i	i	-7	7	i	3	-0.2	-21	i
CCn1c(SCc2nc3ccccc3[nH]2)nnc1-c1ccccc1OC	i	i	i	i	0	15	i	2	-0.1	-17	i

Following part
mol	MrgX1 antagonist	TRPC4 potent	TRPC6 act	TRPC4 act	SKKanGAS inh	aSyn UTR inh	TRPC6 inh	IEC-6 tox	HIF activator	KLF5 inhibitor	TRPC4 inh
COc1ccc2c(c1)[nH]c1c(=O)n(CCC3=CCCCC3)cnc12	i	i	i	i	1	-99	i	-2	0.2	-1	i
Cc1ccc([N+](=O)[O-])c(C(=O)N/N=C/c2cccs2)c1	i	i	i	i	0	-56	i	1	1.0	-56	i
COc1ccc(Cn2c(=O)cc(C)[nH]c2=S)cc1	i	i	i	i	5	6	i	2	-0.2	-8	i
CSc1ccccc1NC(=O)CCc1ccccc1	i	i	i	i	2	-36	i	-1	-0.6	-10	i
COc1ccc(OC)c(C(=O)c2ccc(C(=O)c3cc(OC)ccc3OC)cc2)c1	i	i	i	i	-5	17	i	2	-0.2	-38	i
O=C(CSc1ccc(-c2cccnc2)nn1)Nc1ccc(F)c(F)c1	i	i	i	i	-5	-20	i	-1	0.2	-19	i
CC(C)Oc1cccc(C(=O)NC(=S)Nc2ccccc2N2CCOCC2)c1	i	i	i	i	34	14	i	2	0.8	15	i
Nc1nonc1-n1nnc(C(=O)N/N=C/c2ccc3c(c2)OCO3)c1CSc1ccccc1	i	i	i	i	9	-19	i	-2	0.5	-8	i
Cc1noc(C(F)(F)F)c1C(=O)NNC(=O)c1ccccc1	i	i	i	i	-7	-16	i	0	-0.4	-24	i
C/C(=N/N1CCN(c2ccccn2)CC1)c1ccc([N+](=O)[O-])cc1	i	i	i	i	10	-2	i	4	0.0	-28	i
CCOC(=O)c1cnc(Nc2nc3ccccc3o2)nc1C	i	i	i	i	10	86*	i	-2	-2.3	-110	i
O=c1nc(-c2ccccc2)c2cc(Cl)ccc2[nH]1	i	i	i	i	3	28	i	-1	-3.2	-55	i
O=C(O)CNS(=O)(=O)c1ccc(C2CCCCC2)cc1	i	i	i	i	-2	19	i	1	0.4	-19	i
O=C(NCc1ccc2c(c1)OCO2)c1cccc(C(=O)NCc2ccc3c(c2)OCO3)c1	i	i	i	i	2	-5	i	3	-0.1	2	i
